PAX8 reporter = inhibitors of PAX8-driven TPO luciferase reporter, primary screen, RMG-I cells, single concentration. actives 1.2% (n = 360,000). SteadyGlo, 24 h. inhibition, % at 12.6 µM;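 active means mean replicate inhibition at least 60% with every replicate also reaching 60%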;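 further: luciferase light reporting Pax8 driven TPO promoter activity; plate controls were median of neutral control wells for no effect and mitoxantrone controls for full effect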
ERAP1 HTS inh = human ERAP1 aminopeptidase inhibitors, primary screen, biochemical, single point, plate reader; actives 0.15% (n = 340,000); inhibition, % at 10.7 µM; AID 652197, 2013; recombinant ERAP1, Leu-AMC fluorescence, 60 min; Endoplasmic reticulum aminopeptidase 1 (Homo sapiens), Q9NZ08;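 active means mean replicate inhibition of at least 30%, or all replicates individually reaching that 30% level; inactive means mean below 30% and not every replicate reaching it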;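 further: 0% = neutral control wells and 100% = L-leucinethiol positive control wells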
Target sequence (Q9NZ08 whole entry, looked up): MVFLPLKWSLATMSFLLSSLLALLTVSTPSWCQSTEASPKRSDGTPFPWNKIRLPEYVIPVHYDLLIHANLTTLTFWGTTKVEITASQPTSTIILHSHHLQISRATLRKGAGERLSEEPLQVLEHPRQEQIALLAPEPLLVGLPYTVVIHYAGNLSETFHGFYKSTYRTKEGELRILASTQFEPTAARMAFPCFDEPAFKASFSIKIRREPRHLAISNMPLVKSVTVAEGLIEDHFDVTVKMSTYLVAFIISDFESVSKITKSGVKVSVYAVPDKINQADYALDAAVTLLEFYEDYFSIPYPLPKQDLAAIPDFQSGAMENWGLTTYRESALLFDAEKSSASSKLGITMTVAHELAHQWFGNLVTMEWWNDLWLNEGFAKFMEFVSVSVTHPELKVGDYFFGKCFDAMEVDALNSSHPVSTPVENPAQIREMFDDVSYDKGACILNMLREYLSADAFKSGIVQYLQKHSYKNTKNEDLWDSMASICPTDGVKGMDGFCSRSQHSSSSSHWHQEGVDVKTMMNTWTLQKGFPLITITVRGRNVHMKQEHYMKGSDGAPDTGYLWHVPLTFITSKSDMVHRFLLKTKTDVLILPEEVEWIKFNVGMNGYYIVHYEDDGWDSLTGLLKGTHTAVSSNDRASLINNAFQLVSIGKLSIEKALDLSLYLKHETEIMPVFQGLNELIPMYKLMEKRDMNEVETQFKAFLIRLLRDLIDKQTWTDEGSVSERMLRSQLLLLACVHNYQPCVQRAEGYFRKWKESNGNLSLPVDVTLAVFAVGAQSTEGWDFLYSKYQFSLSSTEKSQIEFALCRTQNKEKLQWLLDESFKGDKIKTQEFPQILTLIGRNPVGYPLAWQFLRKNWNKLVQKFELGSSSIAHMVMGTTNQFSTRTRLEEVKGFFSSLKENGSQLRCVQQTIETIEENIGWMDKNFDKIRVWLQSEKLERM
S100A4 inh HTS = inhibitors of S100A4-myosin IIA peptide binding, primary screen, biochemical, fluorescence polarization, TAMRA-MyoIIA peptide | Protein S100-A4 (Homo sapiens), P26447 | inhibition, % at 10.7 µM | actives 0.14% (n = 360,000) | AID 652163, 2013;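 active means mean inhibition of at least 70% across replicates, with every replicate also reaching that level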
Target sequence (P26447 whole entry, looked up): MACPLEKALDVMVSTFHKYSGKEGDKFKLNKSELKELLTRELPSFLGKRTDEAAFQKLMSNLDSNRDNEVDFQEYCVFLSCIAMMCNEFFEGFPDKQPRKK
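Test system: S100A4 monomer protein. Medium: HEPES buffer with Ca2+, pH 7.2. Reagent: fluorescent myosin IIA peptide, 5 nM. Compound dosing: single-point compound testing. Timing: 5 min between mix addition and reading. Benchmarks: DMSO neutral and TFP positive wells.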
PGC1a acetyl inh = inhibitors of PGC1a acetylation signal, primary screen, cell-based, U2OS, AlphaScreen, inhibitor mode; actives 0.17% (n = 350,000); AID 651687, 2012; inhibition, % at 15.6 µM; AlphaScreen anti-acetyl-lysine; with virally co-expressed GCN5 acetyltransferase;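 active means every replicate shows inhibition of at least 40%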;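 further: 0% = neutral control wells and 100% = positive control wells; some results beyond the cut were filed as inactive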
FN deposition inh = inhibitors of fibronectin matrix deposition, primary screen, AH1F cells, Alexa488-fibronectin fluorescence, plate reader | AH1F fibroblasts, overnight | inhibition, % at 12.6 µM | actives 0.086% (n = 350,000) | AID 743247, 2014;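 active means mean inhibition across replicates of 30% or more, regardless of how many single replicates reach that level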;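 further: positive control wells lacked labelled fibronectin entirely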
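Material – AH1F fibroblast monolayer, labelled fibronectin deposition · Reagent – labelled fibronectin 24 nM · Timing – 1 h adhesion, overnight exposure · Measured by – fluorescence at 485 nm excitation, 525 nm emission · Read-out – inhibition of fibronectin deposition signal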
LGR2 antag = inhibitors of bursicon-induced LGR2 CRE-luciferase signal, primary screen, cell-based, HEK293, CRE-luciferase reporter, bursicon stimulation. Drosophila bursicon receptor LGR2 (rickets). bursicon-stimulated, 4 h. inhibition, % at 9.99 µM. actives 0.35% (n = 380,000). AID 720647, 2013;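 active means drop in luminescence signal, shown as inhibition above about 50% in the replicate tests, limit read from the data, passing the limit was not always enough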;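 further: agonist challenge used bursicon conditioned medium at about half maximal strength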
PglD DTNB = C. jejuni PglD acetyltransferase inhibitors, primary screen, biochemical, DTNB colorimetric, single point; UDP-N-acetylbacillosamine N-acetyltransferase PglD (Campylobacter jejuni); purified PglD enzyme, DTNB colorimetric CoA detection; inhibition, % at 12.5 µM; actives 0.098% (n = 360,000); in the data active means inhibition above about 16%, passing the limit was not always enough; further: strong numbers were not always called active
EWS-Fli inh = EWS/Fli-driven NR0B1 reporter inhibitors, primary screen, A673 cells, NR0B1 luciferase, luminescence, MLPCN library | viability-normalised | inhibition, % at 12.6 µM | actives 0.67% (n = 350,000) | AID 651661, 2012;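 active means mean inhibition of at least 50% after viability correction, with every replicate also passing that limit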;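 further: firefly luciferase signal divided by Alamar Blue viability fluorescence both relative to DMSO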
* = called active by the depositor; . = no result given; & = joins results of further samples. Hits appear at their usual frequency. About 2.1% of those tested had a hit in this group.

SMILES	PAX8 reporter	ERAP1 HTS inh	S100A4 inh HTS	PGC1a acetyl inh	FN deposition inh	LGR2 antag	PglD DTNB	EWS-Fli inh
O=C(CCS(=O)(=O)Cc1ccccc1F)NCCc1ccc(Cl)cc1	-1	3	3	-2	.	2	3	-5
O=C(NC1CCCCC1)N1CCC(c2nc(-c3ccc(S(=O)(=O)N4CCCC4)cc3)no2)CC1	.	0	-11	-5	.	13	-1	14
C[C@H]1CN([C@@H](C)CO)C(=O)c2cc(C#Cc3ccccc3)cnc2O[C@H]1CN(C)Cc1ccccn1	-1	-2	12	7	-11	-7	-8	-12
S=C(NC1CCCCC1)N1CCCCC1	-4	.	-2	.	5	1	.	-9
C/C=C/c1cnc2c(c1)C(=O)N([C@@H](C)CO)C[C@@H](C)[C@H](CN(C)C(=O)Nc1ccc(OC)cc1)O2	.	0	11	-7	3	11	-6	-4
COc1ccc(NC(=S)N2C3CCC2CC(NC(=O)NC24CC5CC(CC(C5)C2)C4)C3)c(OC)c1 (stereo unspecified)	.	-3	1	-7	.	10	1	2
Cc1ccccc1N(C(=O)Cc1c[nH]c2ccccc12)C(C(=O)NC1CCCCC1)c1ccco1 (stereo unspecified)	-3	.	.	.	-8	11	-1	.
CNC[C@@H]1Oc2ccc(NC(=O)C3CC3)cc2CC(=O)N([C@@H](C)CO)C[C@@H]1C	-17	.	.	2	.	-7	-3	-7
Cc1cc(C(=O)CSc2nc(N)cc(N)n2)c(C)n1C1CC1	3	2	-2	.	0	1	.	10
O=C(NC1CCCC1)N1CCCCN2[C@H](CO)[C@@H](c3ccc(-c4ccccc4)cc3)[C@H]2C1	-11	0	-8	1	.	-6	0	-3
CC(NC(=O)COc1ccccc1)C(=O)NCc1ccccc1Cl (stereo unspecified)	8	-3	-1	3	11	0	-7	-2
Cc1cccc(-n2cc(C(=O)O)c(=O)cc2C)c1	1	6	-3	13	.	1	-3	9
CCCCC(C(=O)O)C(C)CC(=O)NNC(=O)c1ccco1 (stereo unspecified)	1	5	-8	6	6	15	.	-3
CN1CCN(C(=O)C[C@@H]2CC[C@H]3[C@@H](COC[C@@H](O)CN3C(=O)Cc3ccccc3)O2)CC1	7	0	-1	2	4	-6	0	2
C[C@@H]1CN([C@@H](C)CO)C(=O)c2ccccc2-c2ccccc2CO[C@@H]1CN(C)C	-25	2	6	4	-3	-8	-2	-4
CN(Cc1ccc(OC(F)F)cc1)C(=O)c1ccccc1Sc1ccccc1C#N	26	1	4	.	.	11	0	28
O=C(Nc1cccc(C(=O)Nc2ccc(Cl)cn2)c1)c1ccccc1	-36	1	2	3	-6	-17	0	-65
CCOc1ccc(-c2cc(C(=O)NN=C3CCN(C)CC3)[nH]n2)cc1	-8	1	-15	.	15	-11	.	13
C[C@@H]1CN([C@@H](C)CO)C(=O)c2cc(/C=C/c3ccccc3)cnc2O[C@H]1CN(C)C(=O)c1ccc2c(c1)OCO2	38	-3	-17	-4	.	5	-1	-3
Cc1ccccc1OCC(=O)N/N=C/c1cccn1C	.	-1	2	10	.	9	-5	.
CCN(Cc1ccccc1)S(=O)(=O)c1cc(C(=O)O)ccc1OC	3	-4	1	.	-7	14	.	-11
O=C(C[C@H]1C[C@H]2c3cc(NS(=O)(=O)c4ccccc4)ccc3O[C@H]2[C@H](CO)O1)NC1CCCC1	.	0	-4	-7	4	10	4	4
C[C@H](CO)N1C[C@H](C)[C@H](CN(C)S(=O)(=O)c2ccc(F)cc2)OCCCC[C@H](C)Oc2ccc(NC(=O)Nc3cccc4ccccc34)cc2C1=O	5	-1	-23	-5	4	10	2	8
CCC(Sc1nc(C)cc(=O)[nH]1)C(=O)Nc1nc(-c2ccccc2)cs1 (stereo unspecified)	.	.	.	3	-7	3	-2	.
CC(=O)Nc1ccc(NC(=O)C(C)OC(=O)CN2C(=O)C3CCCCC3C2=O)cc1 (stereo unspecified)	-11	2	1	0	0	7	-1	2
COc1ccccc1NC(=O)CSc1nnnn1-c1ccc(C(=O)O)cc1	2	6	-5	1	3	-11	.	7
Cc1cc2oc(=O)cc(CN(C)Cc3ccccc3Cl)c2cc1C	-21	-4	13	.	1	-40	.	-9
CC(C)(C)c1cc(=O)[nH]c(SCc2ccccc2)n1	4	-1	0	-1	0	3	.	11
Cc1cccc(C)c1NC(=O)N1C(C(=O)O)CSC1C(=O)O (stereo unspecified)	2	.	.	9	-9	.	-6	.
C[C@H](CO)N1C[C@H](C)[C@@H](CN(C)Cc2ccccc2)Oc2ccc(NS(C)(=O)=O)cc2C1=O	-1	.	.	-4	.	4	.	-2
ClCC1=Nc2ccccc2Cc2ccccc21	41	-2	-1	5	-1	.	-3	11
Cc1ccc(SCC(=O)NCCCc2ccccc2)cc1	-13	5	-7	-10	7	5	-3	-2
CCOC(=O)Nc1ccc2nc(Sc3ccc(Cl)cc3)sc2c1	23	2	-4	.	11	9	0	49
COc1ccccc1/C=N/NC(=O)c1cccc2ccccc12	12	0	-1	-4	2	-8	-2	4
C[C@@H](C(=O)N(C)C[C@H]1OCc2ccccc2-c2ccccc2C(=O)N([C@@H](C)CO)C[C@@H]1C)c1ccccc1	-2	4	5	3	5	1	-1	-3
C=CCC1(N(C(C)=O)c2ccccc2C)CCCCC1	1	4	-3	-3	7	.	.	-5
CC(C)[C@@H](N)C(=O)NCC1CCC(C(=O)N[C@@H](Cc2ccccc2)C(=O)O)CC1 (stereo partly specified)	0	-1	-1	-1	.	-1	0	2
ClCc1nc2ccccc2c2ccccc12	4	0	-3	.	12	4	1	.
CN1CCCCN2[C@H](CO)[C@@H](c3ccc(-c4cccnc4)cc3)[C@H]2C1	-7	-1	-8	13	.	-9	6	-10
O=C(CCC(=O)NNC(=O)Nc1ccc(Cl)cc1)NCc1ccccc1	.	-6	0	21	.	-2	-4	5
COCCNC(=O)C[C@H]1C=C[C@H](NC(=O)NC2CCCC2)[C@@H](CO)O1	-2	4	9	3	2	9	-1	1
Cc1ccc(C2(C)NC(=O)N(CC(=O)N3CCN(S(=O)(=O)c4ccccc4[N+](=O)[O-])CC3)C2=O)cc1 (stereo unspecified)	13	-5	-1	-3	0	-8	2	7
CCNc1nc(NC(C)CC)nc(Oc2ccc(OCC)nn2)n1 (stereo unspecified)	-16	-8	4	-22	7	1	4	15
C[C@@H]1CN([C@H](C)CO)C(=O)CCCn2cc(nn2)CO[C@H]1CN(C)Cc1cccc(C(=O)O)c1	7	-4	0	-5	-2	8	-1	1
Cc1cccn2cc(-c3ccc(S(=O)(=O)N4CCCCC4)cc3)nc12	-36	-1	0	-4	.	10	.	-7
O=C(Nc1ccc(Cl)cc1)N1[C@@H]2CNC[C@H]1C2c1ccc(-c2ccccc2)cc1 (stereo partly specified)	-14&-2	0&-3	-17&0	4&11	-10&0	-4&-5	.	-2&6
O=C(NCC1CCCO1)c1cc2c([nH]c3ccccc32)c(-c2cccc(Br)c2)n1 (stereo unspecified)	.	9	-12	-37	.	.	-4	21
Cc1ccccc1C(=O)N1CCN(C(c2ccccc2)c2ccccc2)CC1	8	0	-14	5	-11	.	.	12
COc1ccccc1C(=O)NNC(=O)CCN1C(=O)/C(=C\c2ccccc2)SC1=S	-4	3	-2	.	-3	0	.	3
C=CCn1c(-c2cc3cccc(OC)c3o2)n[nH]c1=S	6	3	-3	4	-2	-2	.	-5

Part of the list above in a different format.
canonical_smiles: Cc1ccc(C2(C)NC(=O)N(CC(=O)N3CCN(S(=O)(=O)c4ccccc4[N+](=O)[O-])CC3)C2=O)cc1 (stereo unspecified)
  PAX8 reporter: 13	ERAP1 HTS inh: -5	S100A4 inh HTS: -1	PGC1a acetyl inh: -3	FN deposition inh: 0	LGR2 antag: -8	PglD DTNB: 2	EWS-Fli inh: 7
canonical_smiles: CCNc1nc(NC(C)CC)nc(Oc2ccc(OCC)nn2)n1 (stereo unspecified)
  PAX8 reporter: -16	ERAP1 HTS inh: -8	S100A4 inh HTS: 4	PGC1a acetyl inh: -22	FN deposition inh: 7	LGR2 antag: 1	PglD DTNB: 4	EWS-Fli inh: 15

Continued.
SMILES	PAX8 reporter	ERAP1 HTS inh	S100A4 inh HTS	PGC1a acetyl inh	FN deposition inh	LGR2 antag	PglD DTNB	EWS-Fli inh
Cc1ccc(-c2csc(N3CCN(S(=O)(=O)c4ccc5c(c4)NC(=O)CO5)CC3)n2)cc1	-19	0	2	4	7	20	2	.
COc1ccccc1-c1ccc2c(c1)C(C)(Cc1ccc(Cl)c(Cl)c1)C(=O)N2 (stereo unspecified)	12	2	5	-22	3	0	-1	-1
CCCC#Cc1cnc2c(c1)C(=O)N([C@@H](C)CO)C[C@@H](C)[C@H](CN(C)C(=O)c1cccnc1)O2	.	-5	11	-3	-9	4	4	6
COc1ccc2c(c1)CCCC2NS(=O)(=O)OCC(Cl)(Cl)Cl (stereo unspecified)	4	2	22	-14	0	-8	10	-8
Cc1ccc(NC(=O)NCc2ccc3c(c2)OCO3)c(C)c1	-16	4	-1	4	2	-7	0	-11
COc1cccc(-c2csc(N3CCN(CC(=O)Nc4ccc5c(c4)OCO5)CC3)n2)c1	.	-3	-1	0	.	-1	-200	0
COc1ccccc1-c1sc2cc3c(cc2c1-c1ccc(OCCN2CCCCC2)cc1)OCO3	29	3	0	-17	0	-2	0	33

Full records as entered above.
Record of `COc1ccccc1-c1sc2cc3c(cc2c1-c1ccc(OCCN2CCCCC2)cc1)OCO3` : PAX8 reporter: 29; ERAP1 HTS inh: 3; S100A4 inh HTS: 0; PGC1a acetyl inh: -17; FN deposition inh: 0; LGR2 antag: -2; PglD DTNB: 0; EWS-Fli inh: 33
Record of `CCCC#Cc1cnc2c(c1)C(=O)N([C@@H](C)CO)C[C@@H](C)[C@H](CN(C)C(=O)c1cccnc1)O2` : PAX8 reporter: .; ERAP1 HTS inh: -5; S100A4 inh HTS: 11; PGC1a acetyl inh: -3; FN deposition inh: -9; LGR2 antag: 4; PglD DTNB: 4; EWS-Fli inh: 6
Record of `COc1cccc(-c2csc(N3CCN(CC(=O)Nc4ccc5c(c4)OCO5)CC3)n2)c1` : PAX8 reporter: .; ERAP1 HTS inh: -3; S100A4 inh HTS: -1; PGC1a acetyl inh: 0; FN deposition inh: .; LGR2 antag: -1; PglD DTNB: -200; EWS-Fli inh: 0

From PubChem BioAssay
